# From PubChem BioAssay
# PI5P4K alpha inh – qHTS for Inhibitors of phosphatidylinositol 5-phosphate 4-kinase (PI5P4K). Phosphatidylinositol 5-phosphate 4-kinase type-2 alpha (Homo sapiens), P48426. PI5P4Kalpha enzyme, ADP-Glo luminescence, 60 min; hits give low values. max response, %. 330,000 tested, 1.2% active; active means max response of -50% or lower; inconclusive means between -30% and -50%; inactive means -30% or higher; further: value at the top dose of about 77 µM; on the % scale 0 is the no-effect control and ±100 the full control effect
# Target sequence (P48426 whole entry, looked up): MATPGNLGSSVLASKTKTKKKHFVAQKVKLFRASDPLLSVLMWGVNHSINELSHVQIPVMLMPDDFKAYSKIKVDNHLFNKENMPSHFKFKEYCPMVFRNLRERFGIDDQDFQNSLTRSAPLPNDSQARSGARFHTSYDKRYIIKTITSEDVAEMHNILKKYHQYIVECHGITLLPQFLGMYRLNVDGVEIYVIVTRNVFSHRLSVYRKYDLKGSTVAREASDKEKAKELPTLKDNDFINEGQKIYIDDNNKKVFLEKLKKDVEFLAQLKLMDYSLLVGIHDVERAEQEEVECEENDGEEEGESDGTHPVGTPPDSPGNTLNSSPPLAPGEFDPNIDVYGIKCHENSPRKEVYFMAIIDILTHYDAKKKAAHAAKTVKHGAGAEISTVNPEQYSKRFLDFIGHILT
#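 Human PI5P4Kalpha with substrate in 0.038 M HEPES pH 7.4, 0.28 mM EGTA, 0.1% CHAPS, 5% DMSO; reaction started with 5 microM ATP (final), 60 min at room temperature. ADP formed read by ADP-Glo luminescence.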
# WRN inhibitor – qHTS for Inhibitors of WRN Helicase; Bifunctional 3'-5' exonuclease/ATP-dependent helicase WRN (Homo sapiens), Q14191; WRN helicase unwinding, fluorescent forked duplex, kinetic; Potency, µM (highest dose often 114 µM), for the others: at the top dose activity change, negative = inhibition, hits mostly inhibitors; 360,000 tested, 0.46% active; further: potency means the concentration at half of the fitted maximal effect; on the % scale 0 is the no-effect control and ±100 the full control effect; nearly all actives have a fitted effect of over 55% in size
#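 Screening of the MLSMR collection measured strand separation of a quenched forked DNA duplex (100 nM) by 20 nM WRN with 2 mM ATP, all final. Compounds were preincubated with enzyme 15 min at room temperature.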
# IL-2 act – qHTS of IL-2 Activators. AID 652025, 2013. IL-2 activation reporter assay, cell-based qHTS; stimulated with anti-CD3/CD4/CD28 beads; in transgenic mouse T cells. activation, % (series mostly up to about 46 µM). 360,000 tested, 0.065% active; in the data active means activation above about 50%; inconclusive means mostly about 30% to 49%; further: 0% is about no effect
#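 EGFP and DsRed fluorescence is measured by plate cytometry in unstimulated transgenic mouse T cells exposed to compound for 60 minutes, then stimulated 18 hours at 37 degrees C with anti-CD3/anti-CD4 beads plus anti-CD28.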
# EPAC1 antagonist – qHTS for Antagonist of cAMP-regulated guanine nucleotide exchange factor 3 (EPAC1): primary screen | Rap guanine nucleotide exchange factor 3 (Homo sapiens), O95398 | EPAC1 GEF assay, Rap1b-BODIPY-GDP exchange fluorescence | Potency, µM (top dose mostly 115 µM), without a hit: top-dose activity change, negative = inhibition, hits mostly inhibitors | 360,000 tested, 0.14% active;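 further: potency means the concentration at half of the fitted maximal effect; plate controls were vehicle for no effect and positive control for full effect; nearly all actives have a fitted effect of over 50% in size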
# EPAC1 agonist – qHTS for Agonist of cAMP-regulated guanine nucleotide exchange factor 3 (EPAC1): primary screen | AID 720707, 2013 | EPAC1 agonist qHTS, biochemical assay; response scale: 100% = response to 6.5 mM cAMP | 360,000 tested, 0.073% active | Rap guanine nucleotide exchange factor 3 (Homo sapiens), O95398 | Potency, µM (titrated, usually from 154 µM), inactives show top-dose activation, usual class: activators; further: potency means the concentration at half of the fitted maximal effect; nearly all actives have a fitted effect of over 60% in size
#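 Nucleotide exchange assay: 100 nM EPAC1 with 250 nM Rap1B loaded with BODIPY-GDP and 50 uM GDP, room temperature. Fluorescence (480/540 nm) read every 5 min for 30 min; signal change normalized to 6.5 mM cAMP as full agonist.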
# CCT chaperon mod – High-Throughput Screening for Modulators of Cytosolic Chaperonin Activity | 360,000 tested, 0.3% active | purified chaperonin ATPase assay, HTRF ADP detection, 30 min | activity change, % (no concentration beside the values), hits read low; in the data active means activity change below about -30%; further: on the % scale 0 is the no-effect control and ±100 the full control effect
#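 TRiC (40 or 20 nM final, by batch activity) in 30 mM Tris pH 7.4, 100 mM KCl, 5 mM MgCl2, 1 mM DTT was treated with compound at 76 uM single dose, then 10 uM ATP, 30 min at 37 °C. ADP was read by HTRF Transcreener.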
# PLK1 PBD inh – qHTS for Inhibitors of PLK1-PDB (polo-like kinase 1 - polo-box domain): Primary Screen; Plk1 PBD binding of FITC phosphopeptide, fluorescence polarization; Potency, µM, for the others: max response, negative = inhibition, actives largely listed as inhibitors; 360,000 tested, 2.8% active; AID 720504, 2013; further: potency means the concentration at half of the fitted maximal effect; series mostly up to about 57 µM; on the % scale 0 is the no-effect control and ±100 the full control effect; nearly all actives have a fitted effect of over 65% in size
# Target sequence (P53350 whole entry, looked up, the tested form may be a part): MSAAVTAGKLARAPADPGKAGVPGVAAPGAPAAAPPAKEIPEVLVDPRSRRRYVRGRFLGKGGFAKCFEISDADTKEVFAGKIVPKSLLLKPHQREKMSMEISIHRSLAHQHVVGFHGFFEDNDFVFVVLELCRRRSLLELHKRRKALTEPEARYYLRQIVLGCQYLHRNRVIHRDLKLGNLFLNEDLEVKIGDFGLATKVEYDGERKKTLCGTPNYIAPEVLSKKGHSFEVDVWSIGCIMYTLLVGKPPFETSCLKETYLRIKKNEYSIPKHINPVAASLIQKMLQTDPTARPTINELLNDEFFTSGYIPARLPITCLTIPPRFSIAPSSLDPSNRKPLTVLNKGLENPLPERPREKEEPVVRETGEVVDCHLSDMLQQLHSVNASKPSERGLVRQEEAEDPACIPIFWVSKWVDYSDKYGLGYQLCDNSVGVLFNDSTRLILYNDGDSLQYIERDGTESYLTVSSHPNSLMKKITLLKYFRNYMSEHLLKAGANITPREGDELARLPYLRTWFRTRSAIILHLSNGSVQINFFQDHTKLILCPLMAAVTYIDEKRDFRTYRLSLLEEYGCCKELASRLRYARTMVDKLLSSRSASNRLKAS
# EPAC2 ag – qHTS for Agonist of cAMP-regulated guanine nucleotide exchange factor 4 (EPAC2): primary screen; Potency, µM (titrated, usually from 154 µM), for inactives: top-dose activation, most hits filed as activators; AID 720711, 2013; 360,000 tested, 0.079% active; EPAC2 activation, biochemical qHTS; response scale: 100% = 6.5 mM cAMP response; further: potency means the concentration at half of the fitted maximal effect; nearly all actives have a fitted effect of over 50% in size
#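 Readout is BODIPY fluorescence (480 nm excitation, 540 nm emission), which falls as labeled GDP is exchanged off Rap1B. EPAC2 at 100 nM acted on 250 nM RAP1B-BODIPY-GDP with 50 uM GDP present.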
# Active calls of the source: *; u = inconclusive; x = not tested or not shown; & = joins results of further samples; [ ] = remark or other dose. Unless noted, the call rests on the fitted dose curve; in most records, active means well fitted curve in the direction sought with a large enough effect; inconclusive means small, poorly fitted or top-dose-only effect, or another doubt; inactive means no such curve, though single readings can be large; an effect the other way counts as inactive or inconclusive.
Compound,PI5P4K alpha inh,WRN inhibitor,IL-2 act,EPAC1 antagonist,EPAC1 agonist,CCT chaperon mod,PLK1 PBD inh,EPAC2 ag
COc1ccc(C(C(O)C(=O)c2c[nH]c3ccccc23)N2CCN(c3ccc(OC)cc3)CC2)cc1 (centres undefined),0,-6%,-3.4,-6%,10%,-2.4,-1%,1%
CC[C@H](C)[C@@H](CO)NC(=O)[C@H]1O[C@@H](n2ccc(=O)[nH]c2=O)[C@H](O)[C@@H]1O,-6,-5%,2.7,-23%,-1%,-3.2,-3%,10%
O=C(Nc1ccccc1C(=O)N1CCN(Cc2ccccc2)CC1)c1ccccc1,-3,-23%,0.3,-8%,26%,-2.2,-14%,12%
Nc1nc(-c2ccccc2)cc(C(F)(F)F)n1,x,-10%,-2.0,-17%,7%,-3.6,-16%,9%
CC(=O)c1ccc(OC(=O)CCc2nc3ccccc3s2)cc1,-13,6%[57.1 µM],0.5,6%,3%,-6.4,u,14%
COc1cccc(C(C)(O)c2nc(-c3ccc4ccccc4c3)cs2)c1 (centres undefined),41,-1%[57.1 µM],-0.8,-28%,14%,-1.7,-6%,9%
CCC(=O)NC(=S)Nc1ccc(NC(=O)c2ccco2)c(Cl)c1,-22,5%[57.1 µM],-0.3,20%,-8%,-2.2,30µM*,1%
Cc1cc(N2CC(C(=O)O)CC2=O)ccc1Br (centres undefined),0,-7%,1.4,3%,8%,2.6,-7%,16%
Cc1ccccc1C(=O)c1ccccc1C(=O)c1ccccc1,2,-11%,-0.6,-12%,13%,-5.7,-7%,21%
O=C(C[C@H]1C/C=C\CC[C@@H](Cc2ccc(F)cc2)C(=O)O[C@@H](c2ccccc2)CNC1=O)N[C@@H](CO)Cc1ccccc1,0,4%,0.2,-6%,0%,-2.7,-12%,-12%
CC(=O)Nc1ccc(Nc2cc(C)nc3c(-c4ccc(Cl)cc4)c(C)nn23)cc1,2,-12%,-1.0,-4%,7%,-4.6,-12%,9%
COc1ccc(C)cc1NC(=O)c1ccoc1C,-14,-12%,-0.3,-2%,2%,0.7,0%,11%
COc1ccc(C2CC(C(F)(F)F)n3nc(C(=O)NCCCn4ccnc4)cc3N2)cc1OC (centres undefined),-9,3%,0.7,1%,16%,-1.7,-14%,9%
N#CCCn1cc(/C=C/C(=O)O)c(-c2ccc(F)cc2)n1,-1,4%,-0.4,4%,2%,-1.2,-6%,13%
COc1ccc(CC(=O)Nc2ccc(S(=O)(=O)Nc3nc(C)cc(C)n3)cc2)cc1,x,-1%,-2.7,11%,-6%,-1.8,-11%,-12%
O=C(/C=C/c1cccc([N+](=O)[O-])c1)OCC(=O)N1CCOCC1,2,-2%,-1.3,2%,12%,-2.6,-10%,0%
O=C(c1ccccc1)c1ccc2c(c1)OCCCO2,4,-7%,-1.0,-17%,-5%,-1.4,6%,8%
O=C(CSC1=NCCS1)NC(c1ccccc1)c1ccccc1,-5,-13%,-2.6,-11%,13%,1.6,u,-3%
CC[C@H](C)C(=O)O[C@H]1C[C@@H](C)C=C2C=C[C@H](C)[C@H](CC[C@@H]3C[C@@H](O)CC(=O)O3)[C@H]21,2&20,2%&3%,-0.1&-0.6,-9%&-25%,-20%&-20%,-2.5&0.5,-13%&-6%,4%&-3%
CSc1ncccc1C(=O)OCC(=O)NC12CC3CC(CC(C3)C1)C2,12,-5%,-2.0,-10%,-7%,-0.6,3%,12%
Cc1ccc(N(C(=O)c2csnn2)C(C(=O)NC2CCCCC2)c2cccnc2)c(C)c1 (centres undefined),-13,-1%,1.1,9%,5%,-3.4,-6%,6%
Cc1ccc(NC(=O)C2CCCN(S(=O)(=O)c3cccs3)C2)cc1 (centres undefined),-8,0%,-0.6,-22%,2%,-4.6,-9%,8%
N#Cc1ccc(OCC(=O)Nc2ccncc2)cc1,-10,u,-4.1,-4%,0%,-0.2,-11%,8%
CCNC(=S)N1CCc2cc(OC)c(OC)cc2C1COc1ccc(F)cc1 (centres undefined),-1,3%,-0.8,-8%,4%,1.1,-3%,-2%

# Three compounds from above, ordered by the value under PI5P4K alpha inh, largest number first.
canonical_smiles | PI5P4K alpha inh | WRN inhibitor | IL-2 act | EPAC1 antagonist | CCT chaperon mod | PLK1 PBD inh | EPAC2 ag
CCNC(=S)N1CCc2cc(OC)c(OC)cc2C1COc1ccc(F)cc1 (centres undefined) | -1 | 3% | -0.8 | -8% | 1.1 | -3% | -2%
O=C(CSC1=NCCS1)NC(c1ccccc1)c1ccccc1 | -5 | -13% | -2.6 | -11% | 1.6 | u | -3%
N#Cc1ccc(OCC(=O)Nc2ccncc2)cc1 | -10 | u | -4.1 | -4% | -0.2 | -11% | 8%

# (next part)
Compound,PI5P4K alpha inh,WRN inhibitor,IL-2 act,EPAC1 antagonist,EPAC1 agonist,CCT chaperon mod,PLK1 PBD inh,EPAC2 ag
COc1ccc(/C=C/c2cc(C(F)(F)F)[nH]c(=O)n2)cc1OC,0,-19%,0.4,-11%,5%,-1.5,-14%,6%
CCN(CC)CCn1c2c(c(SCC(=O)Nc3cc(C)ccc3C)nc1=O)CCC2,10,3%,-2.2,4%,6%,-0.9,-4%,-6%
O=C(c1ccc2c(c1)[nH]c(=S)n1c3ccccc3nc21)N1CCN(c2cccc(Cl)c2)CC1,-2,-14%,-0.4,12%,0%,-0.7,-3%,-6%
Cc1ccc(C(=O)O/N=C/c2ccc(N(C)C)cc2)cc1,-6,3%,0.3,13%,3%,-0.8,-5%,7%
O=Cc1cccn1-c1sc2c(c1C(=O)O)CCCC2,-5,-1%,1.7,4%,-2%,0.4,-7%,2%
CCOC(=O)C1CCN(S(=O)(=O)c2ccc(C(C)(C)C)cc2)CC1,4,7%,-5.4,-9%,-6%,-1.0,-9%,8%
O=C(NCCOc1ccc(F)cc1)C1CCC(=O)N(CCCN2CCOCC2)C1 (centres undefined),7,-4%,-1.4,9%,2%,1.0,-7%,4%
CNc1cc(F)nc(F)n1,-19,2%,-0.8,-3%,-9%,1.3,9.5µM*,-1%
COC(C/C=C\C(=O)[C@H](C)OCc1ccccc1)OC,-10,-2%,1.1,2%,-2%,-0.3,-12%,3%
COc1ccc2c(C(=O)c3ccc(C)cc3)n(CCCC(N)=O)[n+]([O-])c2c1,0,12%,0.3,-5%,-3%,-0.6,-20%,9%
Cn1nc(N)c2c(-c3ccc(Cl)cc3)c(C#N)c(N)nc21,4,5%,0.0,-27%,-8%,-0.4,-12%,-8%
COc1ccc(NC(=O)c2cncn2-c2ccccc2)cc1,-3,2%[57.1 µM],-0.8,6%,-8%,0.6,7%,4%
Nc1ccccc1SC(CC(=O)c1ccccc1)c1cccc([N+](=O)[O-])c1 (centres undefined),1,-32%,-4.2,-15%,5%,0.8,u,12%
Cc1ccc(/C=C/C(=O)O)cc1S(=O)(=O)N1CCC(Cc2ccccc2)CC1,3,3%,-1.0,14%,9%,-1.6,-13%,20%
Cc1cccc(C(=O)NC2CCN(CC(=O)NCc3ccccc3F)CC2)c1,-3,-8%,0.5,7%,-5%,-0.2,-5%,6%
O=c1[nH]cnc2c1nc(NCc1ccccc1)n2C1O[C@@H](CO)[C@H](O)[C@@H]1O (some centres undefined),-1,12%,0.4,6%,14%,-3.7,-10%,7%
O=C(CSc1nnnn1-c1ccccc1)N1N=CCC1c1ccccc1 (centres undefined),-1,-5%,-0.3,-13%,-8%,1.4,-17%,-3%
CCOC(=O)C1CCN(Cc2nc3ccc(Cl)cc3n2CCO)CC1,1,9%,-2.6,13%,-8%,1.2,-1%,1%
Clc1ccc(CSc2nnc([C@@H]3CCCN3)o2)cc1,2,-4%,2.4,12%,3%,0.5,-5%,12%
O=C([C@H](Cc1ccccc1)N1C(=O)c2ccccc2C1=O)N1CCOCC1,0,7%,-0.6,25%,1%,1.3,1%,3%
O=C(CN(c1cccc([N+](=O)[O-])c1)S(=O)(=O)c1ccccc1)N1CCCCC1,5,1%,0.4,-2%,-10%,-2.2,0%,6%
CCOc1ccc(-n2c(=O)c3sccc3n(Cc3cccc([N+](=O)[O-])c3)c2=O)cc1,3,-8%,0.9,-24%,6%,0.0,-8%,10%
CC1(C)Cc2nc3oc4c(SCC(N)=O)ncnc4c3cc2CO1,1,3%,-0.3,13%,3%,0.0,-3%,5%
O=C(/C=C/c1ccco1)Nc1cccc(C(=O)Nc2ccccc2C(=O)O)c1,-69*,u,-0.6,50µM*,-8%,0.6,21µM*,-7%
CCOc1ccccc1-n1c(SCC(=O)N2CCCC2)nnc1-c1ccoc1C,-2,4%,0.3,4%,1%,-2.5,1%,-10%
COc1ccc(CN2CC(=O)N3[C@H]4c5ccccc5OC[C@@H]4[C@H](c4ccccc4)[C@]3(C)C2=O)cc1,2,-11%,-0.1,-17%,9%,-2.2,5%,13%
COc1ccc(NC(=O)c2cccc3c(-c4cnn(C)c4)coc23)cc1,-15,0%,-0.1,6%,5%,0.6,-14%,1%
CCC(C)N(C(=O)c1csnn1)C(C(=O)NCc1ccc(F)cc1)c1ccco1 (centres undefined),x,10%,-1.5,3%,-4%,-2.3,-2%,-5%
Cc1ccc(N(C(C)C(=O)O)S(=O)(=O)c2c(C)[nH]c(=O)[nH]c2=O)cc1 (centres undefined),-7,-2%,-0.6,-2%,-7%,0.5,u,6%
CCOc1ccc(NC(=O)CN(C)C(=O)c2ccccc2Cc2ccccc2)cc1OCC,13,-5%,0.9,0%,0%,-1.9,9%,-4%
COCN(C#N)c1nc(OC)nc(OC)n1,x,-6%[57.1 µM],-1.5,14%,-7%,-3.8,-6%,11%
COCCSc1nnc(NC(=O)CS(=O)(=O)c2ccc(C)cc2)s1,-5,6%,-0.1,6%,-10%,-0.1,1%,-5%
COc1ccc(CCNc2nc(N3CCOCC3)nc(N3CCOCC3)n2)cc1OC,3,8%,0.8,2%,2%,-0.4,-9%,3%

# Some of the compounds tested. The share of hits here may be higher or lower than overall.
